Compound activity (PubChem BioAssay)
Anesthetic bind – binds horse apoferritin like a general anesthetic | apoferritin/1-aminoanthracene competitive binding, fluorescence | 350,000 compounds, 0.074% hits | Potency, µM (series often up to 77.5 µM), for the others: top-dose activity change, negative = displacement, usual class: inhibitors; further: potency means the concentration at half of the fitted maximal effect; on the % scale 0 is the no-effect control and ±100 the full control effect; nearly all actives have a fitted effect of over 20% in size
Target sequence (P02791 2-175 limits assumed): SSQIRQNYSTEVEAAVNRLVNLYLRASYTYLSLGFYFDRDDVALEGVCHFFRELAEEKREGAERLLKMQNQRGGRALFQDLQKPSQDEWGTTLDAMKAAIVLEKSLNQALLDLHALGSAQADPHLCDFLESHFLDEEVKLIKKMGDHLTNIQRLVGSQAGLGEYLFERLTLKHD
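In PBS, apoferritin at 10 uM is loaded with 1-AMA from a 50% saturated solution. After 10 min of compound exposure at ambient temperature, reduced 535 nm fluorescence indicates probe displacement.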
D1 agonist – human D1 receptor agonism; P21728; HEK293 T-REx D1 cells, calcium flux, agonist mode; activation, % at 2 µM; 360,000 compounds, 1% hits; AID 504660; in the data active means activation above about 30%; further: 0% is about no effect
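Inducible HEK293 T-REx D1 cells, force-coupled to calcium signalling, were plated at 4000 cells/well with tetracycline and held overnight at 30 C. After no-wash calcium dye loading, compound-evoked calcium rise over 180 s flagged agonists.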
TRHR enhancer – allosteric enhancers of human TRH receptor; P34981; TRHR cells, fluo-8 calcium fluorescence, EC20 TRH enhancement; enhancement, % at 2 µM; 360,000 compounds, 0.66% hits; in the data active means enhancement above about 30%; further: 0% is about no effect
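Enhancer read-out: after compound pinning and an initial kinetic agonist-mode read, an EC20 of TRH (10 nM final) was injected and fluo-8 calcium signal (Ex 480/Em 530) followed at 1 s/cycle for 100 cycles in TRHR-expressing cells.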
RXFP1 ag – activates the human relaxin receptor RXFP1. AID 2676. Q9HBX9. Potency, µM (series often up to 57.5 µM), for the others: at the highest dose activation, usual class: activators. 370,000 compounds, 0.3% hits. HEK293T-RXFP1 cAMP TR-FRET, 30 min; response scale: percent of porcine relaxin response, buffer zero; further: potency means the concentration at half of the fitted maximal effect; on the % scale 0 is the no-effect control and ±100 the full control effect; nearly all actives have a fitted effect of over 60% in size; many of its hits are not listed in these tables
Target sequence (Q9HBX9 whole entry, looked up): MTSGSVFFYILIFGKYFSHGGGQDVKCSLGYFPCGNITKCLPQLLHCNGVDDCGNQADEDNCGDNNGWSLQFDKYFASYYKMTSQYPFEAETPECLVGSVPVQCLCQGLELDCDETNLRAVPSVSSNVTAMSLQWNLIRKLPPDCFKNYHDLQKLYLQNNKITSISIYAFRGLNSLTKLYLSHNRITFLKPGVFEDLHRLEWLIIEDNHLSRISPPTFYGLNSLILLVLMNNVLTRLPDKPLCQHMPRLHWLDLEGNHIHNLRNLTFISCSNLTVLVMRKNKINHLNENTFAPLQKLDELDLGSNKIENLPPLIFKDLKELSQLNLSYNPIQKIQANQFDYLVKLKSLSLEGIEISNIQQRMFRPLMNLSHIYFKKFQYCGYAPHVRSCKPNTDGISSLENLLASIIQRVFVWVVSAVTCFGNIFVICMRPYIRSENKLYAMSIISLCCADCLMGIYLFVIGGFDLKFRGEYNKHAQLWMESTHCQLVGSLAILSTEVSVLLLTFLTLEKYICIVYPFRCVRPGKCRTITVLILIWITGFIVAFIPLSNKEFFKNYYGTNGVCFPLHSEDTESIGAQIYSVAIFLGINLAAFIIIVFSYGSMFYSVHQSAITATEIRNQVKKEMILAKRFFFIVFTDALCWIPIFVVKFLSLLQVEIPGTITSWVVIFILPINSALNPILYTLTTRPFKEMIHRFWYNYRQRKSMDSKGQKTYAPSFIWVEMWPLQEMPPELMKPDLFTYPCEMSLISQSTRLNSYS
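HEK293T cells stably expressing RXFP1 were pretreated with the PDE4 inhibitor Ro 20174, exposed to compounds for 30 min at 37C, lysed, and cAMP was read by TR-FRET. Data normalized to buffer (basal) and 29 nM porcine relaxin (100%).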
D1 PAM – human D1 dopamine receptor positive modulation | AID 504651 | HEK293 TREx D1 cells, calcium flux, dopamine EC20 potentiation | P21728 | 360,000 compounds, 0.036% hits | potentiation, % at 10 µM; in the data active means potentiation above about 30%; further: 0% is about no effect
D2 PAM – positive allosteric modulators of human D2 dopamine receptor; P14416; HEK293 T-REx D2, calcium flux, EC20 dopamine potentiation; potentiation, % at 10 µM; 340,000 compounds, 0.34% hits; AID 485347;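 active means potentiation over 3 SD above the plate norm, cut at about 30% in these data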; further: 0% is about no effect
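Using a no-wash calcium dye in inducible, force-coupled HEK293 Trex cells expressing D2, we tracked fluorescence each second for 180 s after compound, then for 180 s after EC20 dopamine to detect augmented signalling.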
TRHR agonist – activates the human TRH receptor; activation, % at 2 µM; 360,000 compounds, 0.18% hits; TRHR cells, calcium flux fluo-8, FDSS agonist mode; P34981; in the data active means activation above about 30%; further: 0% is about no effect
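Read-out: compound-evoked intracellular calcium rise in TRHR cells, fluo-8 dye, kinetic FDSS fluorescence at 1 s/cycle following a 10-cycle baseline. Cells cultured overnight before dye loading (30 min–1.5 h, RT).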
RXFP1 antag – blocks the human relaxin receptor RXFP1. Q9HBX9. HEK293-RXFP1, relaxin-stimulated cAMP HTRF, 30 min; hits give low values. activity change, negative = inhibition, % at 57.5 µM. 350,000 compounds, 0.59% hits. AID 1259400;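 active means activity change of -60% or lower, but not beyond a set lower limit; inconclusive means change between -60% and -40%, or beyond the set limit; inactive means change above -40%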; further: on the % scale 0 is the no-effect control and ±100 the full control effect
D1 antag – blocks dopamine activation of the human D1 receptor; P21728; activity change, negative = inhibition, % at 10 µM; 360,000 compounds, 3.2% hits; AID 504652; HEK293 TREx D1 cells, calcium flux, dopamine EC80; hits give low values; in the data active means activity change below about -30%; further: on the % scale 0 is the no-effect control and ±100 the full control effect
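Allosteric or orthosteric antagonism assessed as attenuation of the calcium response to EC80 dopamine, added 180 s after compound, in induced HEK293 Trex D1 cells loaded with no-wash calcium dye.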
Active calls of the source: *; & = joins results of further samples; [ ] = another dose, or the depositor's remark. Unless noted, the call rests on the fitted dose curve; in most records, active means well fitted curve in the direction sought with a large enough effect; inconclusive means small, poorly fitted or top-dose-only effect, or another doubt; inactive means no such curve, though single readings can be large; an effect the other way counts as inactive or inconclusive.

For Cc1ccc(NS(=O)(=O)c2cccc(C(=O)NCC(c3ccco3)N3CCCCC3)c2)cc1 (configuration not stated) the results were Anesthetic bind -21%, D1 agonist 9, TRHR enhancer -6, RXFP1 ag -1.2%, D1 PAM -5, D2 PAM 2, TRHR agonist 0.1, RXFP1 antag 7 and D1 antag 6.
COC(=O)c1ccccc1NC(=O)Cn1cnc2sc(C)c(S(=O)(=O)N3CCC(C)CC3)c2c1=O was read as Anesthetic bind 0%, D1 agonist 2, TRHR enhancer -4, RXFP1 ag -3.6%, D1 PAM 1, TRHR agonist -0.4, RXFP1 antag -13 and D1 antag 7.
Cc1cc(Cl)c2oc(C(=O)NCCN3CCCCC3CO)c(C)c2c1 (configuration not stated) was read as Anesthetic bind -16%, D1 agonist 1, TRHR enhancer 0, RXFP1 ag 2.9%, D1 PAM -3, D2 PAM -23, TRHR agonist 0.0, RXFP1 antag -17 and D1 antag 8.
For CC(C)CN(C(=O)CSc1nncn1C)C1CCS(=O)(=O)C1 (configuration not stated) the results were D1 agonist 3, TRHR enhancer 4, RXFP1 ag 1.4%, D1 PAM -1, D2 PAM -1, TRHR agonist -0.1, RXFP1 antag 0 and D1 antag -19.
Screening COc1ccc(CN(C(=O)c2oc3ccccc3c2C)C2CCS(=O)(=O)C2)cc1OC (configuration not stated) returned Anesthetic bind -4%, D1 agonist 6, TRHR enhancer -11, RXFP1 ag 2.4%, D1 PAM 0, D2 PAM 9, TRHR agonist -0.3, RXFP1 antag 2 and D1 antag -9.
`CC(C)NC(=S)N(CCc1ccncc1)C(C)C` gave Anesthetic bind -1%, D1 agonist 2, TRHR enhancer 0, RXFP1 ag -0.3%, D1 PAM -1, D2 PAM -7, TRHR agonist 1.2, RXFP1 antag -6 and D1 antag 5.
For Cc1ccc(CN2C(=O)CCC2C(=O)N2CCN(c3ccccc3)CC2)cc1 (configuration not stated) the results were Anesthetic bind -7%, D1 agonist 1, TRHR enhancer -4, RXFP1 ag 0.3%, D1 PAM -7, D2 PAM -3, TRHR agonist 3.0, RXFP1 antag 3 and D1 antag 9.
COC(=O)c1c(NC(=O)C(=O)N2CCOCC2)sc2c1CCCC2 was read as Anesthetic bind -6%, D1 agonist 4, TRHR enhancer 2, RXFP1 ag -0.3%, D1 PAM 1, D2 PAM 5, TRHR agonist 0.9, RXFP1 antag 4 and D1 antag 0.
Screening O=C(CC1C(=O)OCCN1Cc1ccccc1)Nc1cccc(C(F)(F)F)c1 (configuration not stated) returned Anesthetic bind inconclusive, D1 agonist 5, TRHR enhancer -4, RXFP1 ag -0.2%, D1 PAM 0, D2 PAM -8, TRHR agonist 3.5, RXFP1 antag -2 and D1 antag 6.
COc1ccc(/C=C/C(=O)O)cc1S(=O)(=O)NCC1CCCO1 (configuration not stated) was read as Anesthetic bind 2%, D1 agonist 2, TRHR enhancer 8, RXFP1 ag 1.3%, D1 PAM 5, D2 PAM 6, TRHR agonist 0.2, RXFP1 antag -4 and D1 antag -8.
`Brc1ccccc1-c1nc2c3ccccc3ncn2n1` gave D1 agonist 0, TRHR enhancer -2, RXFP1 ag 0.7%, D1 PAM 1, D2 PAM 9, TRHR agonist 3.1 and RXFP1 antag -26.
Screening Cc1cccc2cc(CN(CC3CCCO3)C(=O)c3ccco3)c(=O)[nH]c12 (configuration not stated) returned Anesthetic bind -18%, D1 agonist 2, TRHR enhancer 0, RXFP1 ag 3.0%, D1 PAM 1, D2 PAM 7, TRHR agonist -0.2, RXFP1 antag -8 and D1 antag 15.
`CC1=C(C)/C(=N\OS(=O)(=O)c2ccccc2)C=CC1=O` gave Anesthetic bind 28µM*, D1 agonist 3, TRHR enhancer -8, RXFP1 ag -2.7%, D1 PAM -4, D2 PAM -13, TRHR agonist -0.4, RXFP1 antag -114* and D1 antag 1.
COc1cc(/C=N/Nc2ccc(C(=O)O)cc2)cc(OC)c1OC was read as Anesthetic bind -9%, D1 agonist 0, TRHR enhancer 0, RXFP1 ag -0.7%, D1 PAM -1, D2 PAM 8, TRHR agonist -0.3, RXFP1 antag -4 and D1 antag 5.
COc1ccc2nc(N3CCN(C(=O)c4ccco4)CC3)sc2c1 was read as Anesthetic bind 1%, D1 agonist 0, TRHR enhancer -2, RXFP1 ag -1.4%, D1 PAM 0, D2 PAM 11, TRHR agonist 0.1 and RXFP1 antag -24.
Screening COCCN(C(=O)CSc1nnc(-c2ccc(C(C)(C)C)cc2)n1N)c1c(N)n(CC(C)C)c(=O)[nH]c1=O returned D1 agonist 3, TRHR enhancer 0, RXFP1 ag 1.0%, D1 PAM 4, D2 PAM -14, TRHR agonist 0.1, RXFP1 antag -9 and D1 antag -17.
For CCOc1ccc(OCc2ccc(C(=O)Nc3cccnc3)cc2)cc1 the results were D1 agonist 6, TRHR enhancer 4, RXFP1 ag -1.4%, D1 PAM 8, D2 PAM 20, TRHR agonist -0.5, RXFP1 antag 1 and D1 antag -7.
`CCn1c(=O)c2cc(C(=O)NCCCN3CCN(c4ccc(F)cc4)CC3)sc2c2ccccc21` gave Anesthetic bind -7%, D1 agonist 1, TRHR enhancer -1, RXFP1 ag 7.3%, D1 PAM -4, D2 PAM -21, TRHR agonist -0.3 and D1 antag -3.
For CCOC(=O)C1CCN(C(=O)CN(C)S(=O)(=O)c2cc(C)ccc2OC)CC1 the results were Anesthetic bind -2%, D1 agonist 2, TRHR enhancer 3, RXFP1 ag -0.2%, D1 PAM 1, D2 PAM 1, TRHR agonist -0.2, RXFP1 antag 5 and D1 antag 3.
Screening Cc1ccccc1C(=O)Nc1nnc(SC(C)C)s1 returned Anesthetic bind -16%, D1 agonist 6, TRHR enhancer -3, RXFP1 ag 1.8%, D1 PAM 0, D2 PAM -3, TRHR agonist 1.5, RXFP1 antag 2 and D1 antag -12.
CC1=C(C(=O)NCc2ccc(Cl)cc2)C2(CCC(C)CC2)OC1=O (configuration not stated) was read as Anesthetic bind 3%&-2%, D1 agonist 2&3, TRHR enhancer -1&-1, RXFP1 ag 7.4%&-1.1%, D1 PAM -8&-4, D2 PAM -1&0, TRHR agonist 0.9&0.2, RXFP1 antag 2&-5 and D1 antag -15&-20.
CCOC(=O)c1ccc(-c2ccc3c(=O)c4ccccc4n(C)c3c2)cc1F was read as Anesthetic bind -5%, D1 agonist 0, TRHR enhancer 2, RXFP1 ag 1.1%, D1 PAM -5, D2 PAM -8, TRHR agonist 0.2 and D1 antag -15.
For O=C(N/N=C/c1cccnc1)c1ccco1 the results were Anesthetic bind 4%, D1 agonist 1, TRHR enhancer 0, RXFP1 ag -0.7%, D1 PAM 1, D2 PAM 14, TRHR agonist -1.4, RXFP1 antag -7 and D1 antag 1.
`O=C(NC1CCCCCC1)C1CCN(S(=O)(=O)c2cccc3cccnc23)CC1` gave Anesthetic bind -4%, D1 agonist 1, TRHR enhancer -6, RXFP1 ag 3.1%, D1 PAM -5, D2 PAM -7, TRHR agonist -0.7 and D1 antag -25.
`CCC1=Nc2cc(C(=O)NCC3CCCO3)ccc2Sc2ccc(Br)cc21` (configuration not stated) gave Anesthetic bind -12%, D1 agonist 4, TRHR enhancer 1, RXFP1 ag -5.7%, D1 PAM -7, TRHR agonist 0.6, RXFP1 antag -1 and D1 antag -3.
`CCOc1ccc(CCNC(=O)c2sc3nc4n(c(=O)c3c2C)CCC4)cc1` gave Anesthetic bind -18%, D1 agonist 0, TRHR enhancer -2, RXFP1 ag 0.5%, D1 PAM 0, D2 PAM -7, TRHR agonist -0.9, RXFP1 antag -5 and D1 antag -9.
O=C(O)C(C(=O)O)=C1C2CC3CC(C2)CC1C3 was read as Anesthetic bind -3%, D1 agonist 0, TRHR enhancer 0, RXFP1 ag -0.2%, D1 PAM 0, D2 PAM -3, TRHR agonist 0.2, RXFP1 antag 13 and D1 antag 10.
Screening O=[N+]([O-])/C=C/c1c(OCc2ccccc2)ccc2ccccc12 returned Anesthetic bind -11%, D1 agonist 1, TRHR enhancer 0, RXFP1 ag 0.0%, D1 PAM 1, D2 PAM 4, TRHR agonist 1.0 and D1 antag 3.
`O=C(CNC(=O)c1ccccc1F)OCc1nc2ccc(Cl)cc2n1CCO` gave D1 agonist 4, TRHR enhancer 4, RXFP1 ag -1.7%, D1 PAM -1, D2 PAM 4, TRHR agonist 0.8, RXFP1 antag 3 and D1 antag 2.
COc1ccccc1NC(=O)CSc1nnc(C)n1CCc1ccccc1 was read as Anesthetic bind -21%, D1 agonist 0, TRHR enhancer 3, RXFP1 ag 0.4%, D1 PAM 4, D2 PAM 9, TRHR agonist -0.5, RXFP1 antag 15 and D1 antag 10.
`CN(CC1CCN(CCc2cccc(C(F)(F)F)c2)CC1)C(=O)c1ccc(F)cc1F` gave Anesthetic bind -16%, D1 agonist -1, TRHR enhancer -1, RXFP1 ag -2.7%, D1 PAM 0, D2 PAM -25, TRHR agonist -0.4, RXFP1 antag -1 and D1 antag 6.
Screening CCCC(=O)n1nc(-c2ccc(Cl)cc2)nc1SC returned Anesthetic bind -1%, D1 agonist -1, TRHR enhancer 7, RXFP1 ag 0.7%, D1 PAM -2, D2 PAM 4, TRHR agonist -0.1 and D1 antag 0.
CC(C)Oc1ccc(/C=C/C(=O)NCC2COc3ccccc3O2)cc1 (configuration not stated) was read as Anesthetic bind -5%, D1 agonist 7, TRHR enhancer -2, RXFP1 ag 2.5%, D1 PAM -1, D2 PAM 1, TRHR agonist 0.5, RXFP1 antag -17 and D1 antag -91*.
Screening CCOc1ccc2[nH]c(=O)c(CN(CCO)Cc3nnnn3CCc3ccccc3)cc2c1 returned Anesthetic bind 62%[activator], D1 agonist -1, TRHR enhancer 5, RXFP1 ag 2.1%, D1 PAM 15, D2 PAM -7, TRHR agonist -0.1, RXFP1 antag 10 and D1 antag 8.
`O=C(CCC(=O)N1CCOCC1)Nc1ccc(Cl)c(Cl)c1` gave Anesthetic bind -13%, D1 agonist 1, TRHR enhancer 3, RXFP1 ag 4.6%, D1 PAM 7, D2 PAM -4, TRHR agonist 0.9, RXFP1 antag -13 and D1 antag -5.

Of the compounds above, 2 contain a CF3 group.
Screening O=C(CC1C(=O)OCCN1Cc1ccccc1)Nc1cccc(C(F)(F)F)c1 (configuration not stated) returned Anesthetic bind inconclusive, D1 agonist 5, TRHR enhancer -4, RXFP1 ag -0.2%, D1 PAM 0, D2 PAM -8, TRHR agonist 3.5, RXFP1 antag -2 and D1 antag 6.
`CN(CC1CCN(CCc2cccc(C(F)(F)F)c2)CC1)C(=O)c1ccc(F)cc1F` gave Anesthetic bind -16%, D1 agonist -1, TRHR enhancer -1, RXFP1 ag -2.7%, D1 PAM 0, D2 PAM -25, TRHR agonist -0.4, RXFP1 antag -1 and D1 antag 6.

Not all compounds are listed; count on the stated rates, not on these rows.
